Tb MetRS inh – Trypanosoma brucei MetRS inhibition; purified T. brucei MetRS, ATP depletion, Kinase-Glo luminescence; inhibition, % at 11.9 µM; 0.4% of 360,000 active; AID 624268;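 active = inhibition above a per-plate cutoff of the control wells' mean inhibition plus 3 SD, cut at about 5.5% in these data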;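 note: 0% = DMSO wells median and 100% = median of wells with control inhibitor compound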
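assay system = parasite MetRS enzyme | timing = 15 min preincubation, 2 h reaction, all 25 °C | evaluation = percent inhibition relative to median high and low control wells | medium = HEPES buffer containing pyrophosphatase, BSA, spermine, DTT | compound = single dose, 11.9 µM final nominal, 0.9% final DMSO | detection = Kinase-Glo luminescence, ATP depletion format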
NadD inh – inhibitors of Staphylococcus aureus NadD. purified NadD enzyme, colorimetric absorbance read-out. inhibition, % at 20 µM. 0.78% of 360,000 active. AID 602399; in the data active = inhibition above about 26%; note: some compounds past the cut are filed as inactive
Neddyl block – blocks human cullin neddylation | P61081+Q13564 | TR-FRET cullin neddylation, biochemical | calls only at 25 µM | 0.58% of 360,000 active | AID 651699; in the data active = inhibition above about 36%
STEP inh – inhibitors of human striatal-enriched phosphatase STEP; recombinant STEP, OMFP fluorogenic substrate, fluorescence; inhibition, % at 20 µM; 0.25% of 360,000 active; P54829;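 active = inhibition at 20 µM, scaled per plate between control wells, above about 37%, limit read from the data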;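 note: 0% = DMSO with enzyme and substrate and 100% = substrate only without enzyme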
Target sequence (P54829 whole entry, looked up): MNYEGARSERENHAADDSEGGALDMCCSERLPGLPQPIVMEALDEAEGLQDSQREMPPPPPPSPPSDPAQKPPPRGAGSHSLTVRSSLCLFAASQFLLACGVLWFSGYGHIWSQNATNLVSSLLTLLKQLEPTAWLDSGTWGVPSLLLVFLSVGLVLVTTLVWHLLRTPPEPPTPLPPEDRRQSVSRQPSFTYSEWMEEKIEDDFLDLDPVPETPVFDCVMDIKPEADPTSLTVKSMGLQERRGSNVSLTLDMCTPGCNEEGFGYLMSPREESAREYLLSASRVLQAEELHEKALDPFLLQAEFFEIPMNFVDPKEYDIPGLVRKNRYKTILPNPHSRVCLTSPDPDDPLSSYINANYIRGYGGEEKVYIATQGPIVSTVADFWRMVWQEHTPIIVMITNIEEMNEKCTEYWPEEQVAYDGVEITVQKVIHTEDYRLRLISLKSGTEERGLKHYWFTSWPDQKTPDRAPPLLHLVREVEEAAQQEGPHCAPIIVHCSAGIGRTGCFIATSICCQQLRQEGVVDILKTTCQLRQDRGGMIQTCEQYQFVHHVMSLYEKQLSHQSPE
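material = STEP tyrosine phosphatase | reagent = fluorogenic phosphatase substrate OMFP at 25 µM final | doses = single compound dose of 20 µM, 1% DMSO final | schedule = 20 min reaction, room temperature, in the dark | measured by = fluorescence, 480/540 nm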
CendR NRP1 mod – modulators of CendR peptide binding to human neuropilin-1. O14786. FAM-RPARPAR peptide binding to NRP-1, fluorescence polarization. inhibition, % at 25 µM. 0.85% of 360,000 active;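 active = inhibition or corrected inhibition above about 18%, plus a signal ratio from 0.5 to 1.5, limit read from the data, passing the limit was not always enough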; note: strong numbers were not always called active
DNMT1 block – inhibitors of human DNMT1; DNMT1 molecular beacon, Hinp1I cleavage, fluorescence; P26358; 0.83% of 360,000 active; inhibition (reported as % activation of signal), % at 10 µM; AID 588458; in the data active = inhibition above about 50%
SUMO1-SIM PPI – alters human SUMO1 binding to SIM partners | P63165 | SUMO1 binding to a labelled peptide, TR-FRET, 1 h | inhibition, % at 20 µM | 0.33% of 360,000 active; in the data active = inhibition above about 37%
Target sequence (P63165 whole entry, looked up): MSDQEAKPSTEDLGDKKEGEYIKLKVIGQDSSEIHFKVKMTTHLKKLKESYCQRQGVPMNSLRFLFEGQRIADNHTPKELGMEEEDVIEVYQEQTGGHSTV
LMPTP inh – LMPTP (human) inhibition | P24666 | recombinant LMPTP-A, OMFP fluorogenic substrate, fluorescence intensity | inhibition, % at 20 µM | 0.22% of 360,000 active | AID 651560;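 active = compounds that cut the enzyme signal by at least half of the control window in the single-dose screen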;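 note: plate controls were DMSO wells with enzyme plus substrate for no effect and substrate without enzyme for full effect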
Target sequence (P24666 whole entry, looked up): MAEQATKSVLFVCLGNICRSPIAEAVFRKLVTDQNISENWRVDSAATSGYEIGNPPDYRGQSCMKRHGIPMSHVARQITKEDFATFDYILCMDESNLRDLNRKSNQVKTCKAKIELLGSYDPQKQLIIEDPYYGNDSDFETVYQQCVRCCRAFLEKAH
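Test system – LMPTP-A phosphatase enzyme · Quantity – 0.625 nM LMPTP-A final · Reagent – OMFP substrate, 400 µM final · Dosing – one test concentration per compound, 20 µM, with 3% DMSO overall · Timing – 50 min enzyme reaction at room temperature, protected from light · Detection – fluorescence intensity · Controls – substrate-only low control, DMSO enzyme-plus-substrate high control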
Scp-1 inhibitor – blocks human Scp-1 phosphatase activity | Recombinant Scp1, phosphopeptide, malachite green phosphate absorbance | 0.88% of 340,000 active | AID 493091 | Q9GZU7 | inhibition, % at 20 µM;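 active = inhibition above about 50% at 20 µM, limit read from the data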;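 note: plate controls were DMSO wells with enzyme for no effect and wells lacking enzyme for full effect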
Target sequence (Q9GZU7 76-261 limits assumed): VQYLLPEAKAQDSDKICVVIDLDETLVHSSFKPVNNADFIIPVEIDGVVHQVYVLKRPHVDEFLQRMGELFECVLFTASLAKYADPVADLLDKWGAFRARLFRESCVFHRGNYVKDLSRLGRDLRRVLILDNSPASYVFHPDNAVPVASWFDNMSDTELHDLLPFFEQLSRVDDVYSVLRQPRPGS
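Test system: SCP-1 phosphatase catalytic domain, residues 76-261 | Compound dosing: One concentration, 20 µM, with 1.0% DMSO | Schedule: 45 min room-temperature reaction, 5 min colour, 30 min stabiliser | Detection: Absorbance at 630 nm | Read-out basis: % inhibition of SCP-1 phosphate liberation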
SKN-1 inh – C. elegans SKN-1 inhibition; C. elegans VP596 Pgst-4::GFP/RFP ratio, acrylamide-induced, 24 h; inhibition, % at 21.8 µM; 0.49% of 360,000 active; AID 624304;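 active = interference check ratio from 0.5 to 1.5 plus GFP to RFP signal ratio inhibition reaching or exceeding a fixed threshold, cut at about 30% in these data, passing the limit was not always enough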; note: some compounds called inactive have numbers as strong as hits
* marks the source's active call; other numbers are inactive results; i = inactive; nt = not tested or not shown.

compound	Tb MetRS inh	NadD inh	Neddyl block	STEP inh	CendR NRP1 mod	DNMT1 block	SUMO1-SIM PPI	LMPTP inh	Scp-1 inhibitor	SKN-1 inh
COc1ccc(NC(=O)C2CCCN2C(=O)Oc2ccccc2)cc1 (stereo not drawn)	0.1	-5	i	1	14	10	4	0.7	-4	7
COc1ccc(-c2cn[nH]c2C)cc1	-0.6	-5	i	0	-11	-3	2	-1.7	5	19
CSc1ccccc1C(=O)OCC(=O)N1CCCC1=O	-0.7	-2	i	2	1	13	8	-0.3	-2	-2
COc1ccc2c(c1)SC1=NCCS(=O)(=O)N12	-0.6	-5	i	5	-3	2	-2	-1.3	-9	-2
CN(C)S(=O)(=O)c1ccc(C(=O)N2CCN=C2SCc2ccccc2)cc1	0.2	2	i	4	7	1	0	0.1	-2	1
COC(=O)c1ccccc1NC(=O)N1CCN(c2ccc(OC)cc2)CC1	0.0	-7	i	4	3	0	3	0.0	-3	-4
Cc1c(C(=O)NC(=S)Nc2ccc(NC(=O)c3cccs3)cc2)cccc1[N+](=O)[O-]	-1.1	19	i	2	6	-14	-1	4.4	-13	-13
Cc1ccc(C(C)NC(=O)c2ccncc2)cc1C (stereo not drawn)	-0.3	-4	i	-2	16	3	1	-0.6	-2	-12
COc1ccc(C(CNC(=O)CSc2ccc(Br)cc2C)N2CCOCC2)cc1 (stereo not drawn)	-0.5	-3	i	-2	-5	0	1	0.0	-1	3
O=c1cc[nH]c2ccc(Cl)cc12	0.0	-2	i	-3	7	7	5	-0.6	-8	21
O=C(CCc1ccccc1)Nc1ccc(N2CCOCC2)c(Cl)c1	-0.3	2	i	4	-11	-2	-1	-0.8	-3	-7
COC(=O)C(CSCc1ccccc1)NC(=O)CCNC(=O)OCc1ccccc1 (stereo not drawn)	-0.2	-11	i	-1	-8	4	17	-1.4	nt	4
CCCCOc1ccc(C(=O)NCC2(c3ccc(OC)cc3)CCOCC2)cc1	-1.3	-6	i	4	5	12	3	0.0	-10	-6
CCOC(=O)c1cnn(CCOC(=O)c2ccccc2F)c1NC(=O)c1ccccc1F	-0.1	-2	i	-3	8	26	1	1.0	-5	10
OC(CN1CCN(c2cccc(Cl)c2)CC1)c1ccc(F)cc1 (stereo not drawn)	-1.2	-11	i	-2	5	2	-4	-0.2	1	-3
CCOC(=O)c1ccc(NC(=O)CN2C(=O)NC3(CCCCCC3)C2=O)cc1	0.2	1	i	-1	-4	7	3	0.1	-4	0
Cc1onc(COc2ccccc2O)c1Br	0.1	-1	i	-3	9	0	1	-0.9	-7	16
COc1ccc(S(=O)(=O)N2CCCCCC2)cc1C(=O)NC1(C)CCS(=O)(=O)C1 (stereo not drawn)	-0.2	-4	i	-1	16	2	-2	-2.2	-2	-4
Cc1ccc(NC(=O)c2nc[nH]c2C(=O)NCCCCCCNC(=O)c2[nH]cnc2C(=O)Nc2ccc(C)cc2)cc1	-0.3	29	i	-4	12	28	3	0.7	-14	0
Cc1cc2oc(=O)cc(CSc3nc(N)cc(N)n3)c2cc1C	-0.7	-3	i	6	-9	2	-3	6.2	-2	1
CN1CCN(C(c2ccc(Br)cc2)c2cc(Cl)c3cccnc3c2O)CC1 (stereo not drawn)	-0.1	25	i	2	5	-8	-11	1.1	-10	8
CCN1C(=O)C2C(c3ccc(O)c(OC)c3)NC(C)(C(=O)OC)C2C1=O (stereo not drawn)	-1.0	-6	i	-2	4	0	4	-0.7	0	-27
COc1cc(C(=O)OCC(=O)Nc2cc(C)on2)cc(OC)c1OC	-0.4	-5	i	-2	-15	0	5	-1.2	-6	3
OC(c1ccc(F)c(F)c1)c1nc(-c2ccc3ccccc3c2)cs1 (stereo not drawn)	-0.3	-6	i	-1	-1	45	-6	3.5	nt	20
CCC(C(=O)NCCCN1CCCC1=O)n1c2ccccc2c2nc(=O)cc(C)n21 (stereo not drawn)	0.2	-2	i	0	12	1	6	0.4	-3	9
COc1ccccc1OCC(O)CNCc1ccc2c(c1)OCO2 (stereo not drawn)	0.2	1	i	-2	-3	0	3	3.0	-7	-12
CCCCN(c1ccccc1)S(=O)(=O)c1cccc2cccnc12	-0.7	-2	i	-4	6	1	26	0.7	-3	-1
CCCN(CC(=O)Nc1cc(C)on1)CC(=O)Nc1ccc(F)c(F)c1F	0.7	4	i	-4	23*	-2	1	0.1	-2	-5
Fc1ccc(CN2CCN(C(=S)NCCc3ccccc3)CC2)c(Cl)c1	-0.1	-10	i	2	3	-2	2	1.4	-9	4
COc1ccc(C(C(=O)NC(C)(C)C)N(CCO)C(=O)CCC(=O)Nc2cc(C)on2)cc1 (stereo not drawn)	0.4	5	i	-4	3	1	3	-0.5	-4	-2

Compound profiles, from the list above. Values in the order: Tb MetRS inh	NadD inh	Neddyl block	STEP inh	CendR NRP1 mod	DNMT1 block	SUMO1-SIM PPI	LMPTP inh	Scp-1 inhibitor	SKN-1 inh
Record of Cc1cc2oc(=O)cc(CSc3nc(N)cc(N)n3)c2cc1C → -0.7	-3	i	6	-9	2	-3	6.2	-2	1
Record of CN(C)S(=O)(=O)c1ccc(C(=O)N2CCN=C2SCc2ccccc2)cc1 → 0.2	2	i	4	7	1	0	0.1	-2	1
Record of CCN1C(=O)C2C(c3ccc(O)c(OC)c3)NC(C)(C(=O)OC)C2C1=O (stereo not drawn) → -1.0	-6	i	-2	4	0	4	-0.7	0	-27
Record of CCOC(=O)c1ccc(NC(=O)CN2C(=O)NC3(CCCCCC3)C2=O)cc1 → 0.2	1	i	-1	-4	7	3	0.1	-4	0
Record of CCC(C(=O)NCCCN1CCCC1=O)n1c2ccccc2c2nc(=O)cc(C)n21 (stereo not drawn) → 0.2	-2	i	0	12	1	6	0.4	-3	9

(cont.)
compound	Tb MetRS inh	NadD inh	Neddyl block	STEP inh	CendR NRP1 mod	DNMT1 block	SUMO1-SIM PPI	LMPTP inh	Scp-1 inhibitor	SKN-1 inh
COc1cc(C(CC(=O)Nc2ccc(C)cn2)N2Cc3ccccc3C2=O)cc(OC)c1OC (stereo not drawn)	-0.3	-4	i	-3	3	-1	-1	1.6	-15	2
Cc1ccc(S(=O)(=O)NCc2ccc3[nH]c(C)cc3c2)cc1	-0.1	7	i	0	-7	-14	-4	1.1	-17	24
Cn1c(OCc2cccnc2)nc2c1c(=O)n(Cc1ccc(Cl)cc1)c(=O)n2C	-0.1	-1	i	4	5	0	10	0.2	0	4
Cc1ccc(NC(=O)c2ccc(CSc3ccccn3)cc2)c(O)c1	0.2	4	i	-2	1	-8	0	3.7	1	-6
CCOc1ccc(-c2nnc(-c3ccco3)o2)cc1OCC	-0.4	2	nt	3	7	-2	3	0.0	-4	13
CC(C)N(CCNC(=O)c1cn(C)c2ccc(S(=O)(=O)N(C)C)cc2c1=O)Cc1ccccc1	2.7	2	i	-2	-15	1	-3	-0.4	7	6
CN(C(=O)COC(=O)c1sc2ccccc2c1Cl)C1CCCCC1	0.0	-6	i	0	-4	5	-16	2.5	-9	-6
O=c1n(Cc2ccccc2)c2cc(Cl)cnc2n1Cc1ccccc1	-0.3	-13	i	5	2	2	-1	2.1	-16	-26
CCOc1cc(C(=O)Nc2cc(C)ccn2)cc(OCC)c1OCC	-0.4	6	i	9	-2	-3	-2	0.7	-8	2
COc1ccc(C(=O)/C=C/c2cc(C(=O)O)cc3c2OCOC3)c(O)c1	0.1	1	i	5	-14	1	5	0.9	27	1
CC(=O)c1cccc(N(C(=O)CS(=O)CC(=O)Nc2ccc(F)cc2)C(C(=O)NC2CCCCC2)c2ccc(C)o2)c1 (stereo not drawn)	-0.5	1	i	0	2	3	2	-1.6	3	-3
COC(=O)c1cn(NC(=O)Cc2cccc(C(F)(F)F)c2)c(=O)c2ccccc12	0.1	0	i	-2	-5	3	-4	0.6	2	-7
O=C1NC(Cc2ccccc2)c2nc3cc(F)ccc3c(=O)n2-c2ncccc21 (stereo not drawn)	0.8	4	i	-1	-5	4	-2	-2.0	nt	-1
CC(=O)Nc1ccc(S(=O)(=O)NCC(CCC(=O)O)C(F)(F)F)cc1 (stereo not drawn)	-0.6	-3	i	-3	9	60*	0	-1.8	1	-8
CC(C)N(C)c1ncnc2c1ncn2[C@H]1CN(Cc2ccc(F)cc2)C[C@@H](CO)O1	0.1	-3	i	-2	8	6	-4	-1.0	nt	9
Cn1c(=O)n(C)c2cc(NC(=O)c3ccccc3)ccc21	-0.1	-12	i	0	-6	5	10	-1.9	nt	22
CCN(CC)S(=O)(=O)c1ccc(N=Nc2c(N)[nH]c(=O)[nH]c2=O)cc1	0.1	-2	i	-1	-6	-3	-24	-0.9	1	8
Cc1cnc(C(=O)OCC(=O)c2cc(C)n(C)c2C)cn1	-0.2	2	i	-2	3	-3	33	0.4	-1	8
CCN1CCN(C(=O)c2ccc(CS(=O)(=O)Cc3ccccc3Cl)o2)CC1	-0.2	1	i	-3	-14	0	0	-2.2	nt	0
O=C(C1CC(Cl)CN1S(=O)(=O)c1ccc(Cl)cc1)N1CCOCC1 (stereo not drawn)	0.6	3	i	-4	13	1	0	-0.4	-1	-15
CC(CNC(=O)c1ccc(N)cc1)NC(=O)c1ccc(N)cc1 (stereo not drawn)	0.1	-2	i	0	-6	2	-3	-0.4	-1	-7
N#CC1C(=O)c2ccccc2C1c1ccccc1 (stereo not drawn)	-0.4	25	nt	0	24	4	0	-0.6	5	11
C/C(CC1(O)C(=O)N(Cc2ccccc2)c2ccccc21)=N\O (stereo not drawn)	0.2	-4	i	-3	9	-4	-3	0.2	-9	11
O=C(CN1CCN(c2ncccn2)CC1)Nc1ccccc1-n1cccc1	-0.3	1	i	0	2	4	-3	-0.3	3	-13
O=C(N/N=C/c1cc(Br)cc(Br)c1O)c1cccc(S(=O)(=O)N2CCOCC2)c1	-0.8	35*	i	0	-137	-2	4	3.2	-19	-1
COC(=O)c1cc(S(=O)(=O)N2CCN(c3ccc([N+](=O)[O-])cc3)CC2)c[nH]1	0.6	-3	i	0	4	-2	-27	2.3	2	2
COC(=O)C(Cc1c[nH]c2ccccc12)NC(=O)c1ccc2nc[nH]c2c1 (stereo not drawn)	-0.3	0	i	0	-5	-1	6	-0.3	-3	-19
Cc1ccc(C)c(/C(O)=C2/C(=O)C(=O)N(CCN3CCOCC3)C2c2ccco2)c1 (stereo not drawn)	0.1	5	i	3	-6	83*	0	-1.0	27	8
Nc1c(Cl)ncnc1NCC(O)CO (stereo not drawn)	-0.3	-5	i	0	0	1	-1	-1.6	11	0

Screening results deposited in PubChem BioAssay by several laboratories.
